Compound activity: PubChem, National Center for Advancing Translational Sciences (NCATS)
TDP1 cell CPT: DT40-hTDP1 cell growth loss with CPT | chicken DT40 Tdp1-/-;hTDP1 cells + 20 nM CPT, ATP luminescence, 48 h | Potency, µM (doses to about 46.2 µM), for inactives: at the top dose activity change, negative = growth inhibition, most hits filed as inhibitors | 420,000 tested, 12% active | AID 686979; note: nearly all actives have a fitted effect of over 55% in size
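Cell growth measured by CellTiter-Glo luminescence after a minimum 48 h, 37 C compound exposure with 20 nM CPT in Tdp1-knockout DT40 cells stably expressing hTDP1, seeded 400/well; qHTS titration format.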
TDP1 block: blocks human tyrosyl-DNA phosphodiesterase 1; 350,000 tested, 0.28% active; recombinant TDP1, AlphaScreen DNA substrate cleavage; Q9NUW8; Potency, µM (titrated, usually from 130 µM), for inactives: at the highest dose activity change, negative = inhibition, hits mostly inhibitors; note: nearly all actives have a fitted effect of over 40% in size
Target sequence (Q9NUW8 whole entry, looked up): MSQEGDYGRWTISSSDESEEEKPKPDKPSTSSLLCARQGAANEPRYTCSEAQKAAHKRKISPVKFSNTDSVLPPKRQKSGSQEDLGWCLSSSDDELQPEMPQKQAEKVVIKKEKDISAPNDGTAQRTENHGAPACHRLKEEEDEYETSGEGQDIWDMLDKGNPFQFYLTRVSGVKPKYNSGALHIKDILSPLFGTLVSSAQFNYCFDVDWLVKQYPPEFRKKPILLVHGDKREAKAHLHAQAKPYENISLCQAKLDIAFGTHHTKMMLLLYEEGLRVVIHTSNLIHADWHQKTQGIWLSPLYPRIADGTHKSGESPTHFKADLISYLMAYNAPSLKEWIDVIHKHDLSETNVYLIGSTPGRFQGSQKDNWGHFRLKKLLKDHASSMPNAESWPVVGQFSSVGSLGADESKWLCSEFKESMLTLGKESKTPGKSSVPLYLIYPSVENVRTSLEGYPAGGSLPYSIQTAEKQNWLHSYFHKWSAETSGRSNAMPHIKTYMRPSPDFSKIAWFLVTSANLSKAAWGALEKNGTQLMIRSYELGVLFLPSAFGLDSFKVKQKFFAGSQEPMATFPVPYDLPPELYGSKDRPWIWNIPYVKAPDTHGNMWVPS
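Enzyme-compound mixtures sat 15 min at room temperature, followed by a 5 min reaction with 15 nM final substrate and 10 min with AlphaScreen beads. Recombinant human Tdp1 was used at 1 nM final.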
DT40 TDP1 no CPT: qHTS for Inhibitors of human tyrosyl-DNA phosphodiesterase 1 (TDP1): qHTS in cells in absence of CPT. DT40 Tdp1-/- hTDP1 cells, no CPT, ATP luminescence, 48 h. Potency, µM (doses to about 46.2 µM), for inactives: at the highest dose activity change, negative = growth inhibition, most hits filed as inhibitors. 420,000 tested, 15% active. AID 686978, 2013; note: nearly all actives have a fitted effect of over 55% in size
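Camptothecin absent (DMSO only). Human TDP1-complemented DT40 knockout cells, 400 cells/well, 37 °C for minimum 48 hr; ATP measured via CellTiter-Glo, 30 min dark incubation, luminescence.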
Numbers without * were called inactive; ? = inconclusive; . = no result given; [ ] = remark or other dose. Calls come from the whole dose curve; as a rule, active = well fitted curve in the direction sought with a large enough effect; inconclusive = small, poorly fitted or top-dose-only effect, or another doubt; inactive = no such curve, though single readings can be large; an effect the other way counts as inactive or inconclusive. % is set by controls: 0 for no effect and ±100 for the full control effect; potency is the fitted concentration of half-maximal effect.

SMILES | TDP1 cell CPT | TDP1 block | DT40 TDP1 no CPT
O=C(c1cnc2ccccc2n1)N1CCN(c2ccc(C(F)(F)F)cn2)CC1 | -19% | 4% | -20%
CCOC(=O)c1cc(-c2ccccc2)sc1NC(=O)CSc1nnc(N)s1 | 0% | 8% | -10%
CC(=O)N(Cc1ccc2c(c1)OCO2)Cc1cc2ccc(C)cc2nc1-c1cccc(C)c1 | ? | . | 0.46µM*
CCOC(=O)C(NC(C)=O)(Nc1ccc(S(=O)(=O)Nc2cc(C)on2)cc1)C(F)(F)F (centres undefined) | 6% | 3% | 7%
Cn1c(NCc2ccccc2Cl)nc2ccccc21 | -21% | . | ?
O=C(CCN1C(=O)c2ccccc2C1=O)Nc1cccc(S(=O)(=O)N2CCCCC2)c1 | -18% | 6% | 2%
COc1ccc(S(=O)(=O)Nc2c(C)n(C)n(-c3ccccc3)c2=O)cc1C(=O)O | -3% | 3% | 14%
Cc1ccn2c(NC3CCCCC3)c(-c3ccc(SC4CCCCC4)cc3)nc2c1 | ? | . | 23µM*
O=C(c1cccc(F)c1)N1CCC2(CC1)CCN(c1ccccc1)CC2 | ? | . | ?
COc1ccc(NC(=O)CN2CCCC(C)C2)c([N+](=O)[O-])c1 (centres undefined) | ? | 6% | ?
O=Cc1ccc(OCC(=O)Nc2ccccc2C(F)(F)F)cc1 | 8% | 0% | -24%
COc1ccc(C(=O)NCC(=O)OCC(=O)Nc2cc(OC)ccc2OC)cc1 | -7% | 3% | -1%
N[C@@H](Cc1cc(-c2ccc(Cl)cc2Cl)cc(CP(=O)(O)O)c1O)C(=O)O | -32% | 4%[56.1 µM] | -21%
O=C(COC(=O)c1ccc[nH]c1=O)NCC12CC3CC(CC(C3)C1)C2 | -15% | 1% | 5%
COc1cccc(Cn2c(Oc3ccccc3)nc3c2c(=O)n(C)c(=O)n3C)c1 | -30% | 1% | ?
Cc1ccc(CN2CCN(/N=C/c3cccnc3)CC2)c(C)c1 | 5% | 11% | ?
OCC[C@@H]1C[C@@H](O)[C@H](O)[C@]2(CCc3ccccc3O2)O1 | ? | . | -16%
CCc1ccc(C2CC(c3ccccc3)n3ncnc3N2)cc1 (centres undefined) | ? | 5% | -29%
COc1ccccc1-n1nnnc1SCC(=O)NC1CC1 | 4% | 1% | ?
O=C(CSc1nc2nn(-c3ccccc3)c(=O)c-2c2n1CCCCC2)NCCCc1ccccc1 | 2% | 2% | 4%
O=C(Cc1coc2cc(O)ccc12)NNC(=O)c1cccs1 | -3% | 2% | -22%
C/C(=N\NC(=O)C1(C)NC(C)(C)Cc2ccccc21)c1ccccc1 (centres undefined) | 0% | -2% | -22%
N#CCCSc1nc(N2CCOCC2)c2c(c1C#N)CCCC2 | -3% | 5% | ?
CCOc1ccc(OCC)c(NS(=O)(=O)c2cc(Br)cc3c2N(C(C)=O)C(C)C3)c1 (centres undefined) | ? | 9% | 13µM*
Cc1cc(NS(=O)(=O)c2cn(C)c(C)n2)ccc1Br | ? | 4% | -11%
O=C(O)CCc1ccc(-c2ccc(Br)cc2)n1Cc1ccco1 | -9% | 9% | -11%
Cc1ccc([C@H]2C[C@H](O)[C@@H](n3cc(-c4ccc(F)cc4)nn3)CN2C(=O)C2CCCCC2)cc1 | ? | . | ?
Cc1cccc(COc2ccc(-c3cc(C(F)(F)F)n4nc(C)cc4n3)cc2)c1 | ? | -5% | ?
COc1ccc(C(=O)N2CCCC(CNC(=O)c3ccccc3Cl)C2)o1 (centres undefined) | -26% | 1% | -17%
CCOC(=O)C(CCCCP(=O)(c1ccccc1)c1ccccc1)(NC(C)=O)C(=O)OCC | 11% | . | -3%
O=C(c1ccc(COc2c(F)c(F)cc(F)c2F)o1)N1CCN(c2ccccc2)CC1 | 18µM* | -2% | 12µM*
CCOC(=O)c1ccccc1NC(=O)COC(=O)CCNS(=O)(=O)c1cccs1 | 4% | 1% | 1%
Cn1c(CNC(=O)c2ccco2)nnc1SCC(=O)N1c2ccccc2Sc2ccccc21 | 8% | 5% | -3%
Cn1cnnc1SCc1ccc(C(=O)n2ncc(C#N)c2N)cc1 | -1% | 3% | 0%
COCCn1c(SCC(=O)NCc2ccc3c(c2)OCO3)nc2ccccc2c1=O | -15% | 4% | -26%
COc1cccc(Cn2c(=O)c(-c3cccs3)nc3cnc(OC)nc32)c1 | -6% | . | 11%
CCCCN(C(=O)c1cc(S(=O)(=O)N2CCOCC2)ccc1Cl)c1c(N)n(CC(C)C)c(=O)[nH]c1=O | 18% | . | -3%
OCCN1CN=C(Nc2nc3ccccc3s2)NC1 | ? | -3% | -14%
O=C(COC(=O)c1ccco1)NCCNC(=O)COC(=O)c1ccco1 | -3% | 1% | 3%
Cc1c(Br)c(C(F)(F)F)nn1CC(=O)NCCCn1ccnc1 | 1% | 0% | 4%
CCOC(=O)C1CCN(c2nc3c(S(=O)(=O)c4ccccc4)nnn3c3ccsc23)CC1 | 15µM* | 3% | 21µM*
CSCC[C@H](NC(=O)[C@@H]1Cc2ccccc2CN1)C(=O)Nc1cccc(C)c1 | 0% | 3% | 17%
COc1ccccc1CNC(=O)c1ccc(CS(=O)(=O)c2ccccc2)o1 | -1% | . | -27%
O=C(NCCOc1ccccc1F)c1cc([N+](=O)[O-])ccc1N1CCOCC1 | 5.2µM* | 6%[56.1 µM] | 3.7µM*
CC1CCCC(NC(=O)CN2C(=O)COc3ccccc32)C1C (centres undefined) | 1% | 9% | -3%
Cc1ccc(CSc2nc3c(cc2C#N)CCC3)cc1 | -9% | 3% | -2%
C[C@]12c3[nH]c4ccc(Cl)cc4c3CCN1C(=O)[C@@H](CC(=O)NCCCn1ccnc1)C[C@@H]2C(=O)N1CCOCC1 | -15% | -1%[56.1 µM] | -13%
CCOc1ccccc1N(CC(=O)NCCSCc1ccco1)S(=O)(=O)c1ccccc1 | ? | 4% | ?
COc1ccc(NC(=O)CCNC(=O)Cn2ccc3ccccc3c2=O)c(OC)c1 | 2% | 2% | -7%
Cc1cccc(C(=O)NC(=S)Nc2ccccc2C(F)(F)F)c1 | ? | 8% | ?
O=C(CNC(=O)c1ccc(S(=O)(=O)N2CCCC2)cc1)N/N=C/c1ccc(Cl)cc1Cl | ? | 5% | ?
CC(=O)Nc1ccc(S(=O)(=O)N(C)CC(=O)OCC(=O)c2ccc3c(c2)NC(=O)CO3)cc1 | 2% | 1% | 7%
Cc1ccc(C(=O)NCC(=O)OCC(=O)NC2CCCCCCC2)cc1 | 3% | 1% | 8%
Cc1ccc(N(CCCCN2C(=O)c3ccccc3C2=O)C(=O)c2ccc(Cl)s2)cc1 | ? | -2% | ?
COC(=O)c1ccc(C(=O)OC)c(NC(=O)c2c(-c3ccccc3)noc2C)c1 | 6.5µM* | . | 6.5µM*
Cc1cc(C)c(C(N)=O)c(SCC(=O)c2ccc(Cl)cc2)n1 | ? | 2% | ?
CC(C)Cc1[nH]c(=O)c(C#N)c2c1COC(C)(C)C2 | 2% | 7% | 0%
COc1ccccc1C(=O)Nc1cc2cc(Br)ccc2oc1=O | -24% | 6% | ?
O=C(NN=C1CCCC1)c1ccc(Cl)cc1 | 14% | . | -18%
CN(CC(=O)Nc1cc(Cl)ccc1Cl)C1CCS(=O)(=O)C1 (centres undefined) | -17% | 1% | -27%

Complete entries, looked up by structure. Screens in order: TDP1 cell CPT	TDP1 block	DT40 TDP1 no CPT
Entry for `COc1ccccc1CNC(=O)c1ccc(CS(=O)(=O)c2ccccc2)o1` → -1%	.	-27%
Entry for `O=C(COC(=O)c1ccco1)NCCNC(=O)COC(=O)c1ccco1` → -3%	1%	3%
Entry for `COc1ccccc1-n1nnnc1SCC(=O)NC1CC1` → 4%	1%	?
Entry for `Cc1cc(NS(=O)(=O)c2cn(C)c(C)n2)ccc1Br` → ?	4%	-11%
Entry for `OCCN1CN=C(Nc2nc3ccccc3s2)NC1` → ?	-3%	-14%

Looked up above:
Cc1ccc(N(CCCCN2C(=O)c3ccccc3C2=O)C(=O)c2ccc(Cl)s2)cc1 | TDP1 block: -2%
Cc1cc(C)c(C(N)=O)c(SCC(=O)c2ccc(Cl)cc2)n1 | TDP1 block: 2%
O=C(CNC(=O)c1ccc(S(=O)(=O)N2CCCC2)cc1)N/N=C/c1ccc(Cl)cc1Cl | TDP1 block: 5%

Carrying on:
SMILES | TDP1 cell CPT | TDP1 block | DT40 TDP1 no CPT
CCCCCCCCCCCCN1C/C(=C\C(=O)OCC)c2ccccc2S1(=O)=O | 16µM* | . | 11µM*
O=C(Nc1ccccc1)c1ccccc1NC(=O)C1CCCCC1 | -24% | -2% | -20%
COc1cc(-c2noc(C3CCCN(C(=O)c4ccccc4)C3)n2)cc(OC)c1OC (centres undefined) | ? | . | ?
O=C(Nc1ccc(Cl)c(S(=O)(=O)N2CCCCC2)c1)c1ccncc1 | 15µM* | -6% | 13µM*
COc1ccc(C2C(C(=O)c3ccco3)=C(O)C(=O)N2c2nnc(C)s2)cc1OC (centres undefined) | 12% | -8% | 18%
CN(C)C=NC(=O)c1cc2c(n(-c3ccccc3)c1=O)CC(C)(C)CC2=O | 3% | 1% | 2%
O=C(N/N=C/c1cccnc1)c1ccc([N+](=O)[O-])cc1Cl | -5% | 3% | 2%
COc1cccc(NC(=O)Cn2c(-c3cncs3)nc3ccccc32)c1 | ? | 3% | -24%
O=C(COC(=O)CNC(=O)c1ccccc1)NCCCc1ccccc1 | -3% | 0% | 3%
CC(C)=CC(=O)O[C@H]1[C@@H]2[C@H](C)C(=O)O[C@@H]2C[C@@H](C)[C@@H]2[C@@H](O)CC(=O)[C@]21C | -23% | 4% | -16%
Cc1ccc(S(=O)(=O)NCC(c2ccc(N(C)C)cc2)N2CCOCC2)cc1 (centres undefined) | -16% | 9% | -2%
CCc1ccccc1NC(=O)CC(C)n1nc(C)cc1C (centres undefined) | -3% | 1% | -14%
CC(C)n1c(=O)c2oc3ccccc3c2n(CC(=O)Nc2ccccc2Cl)c1=O | -25% | -3% | ?
N#CC(C#N)=C1CCc2ccccc2N1 | -6% | 5% | -11%
O=C(Cc1cccc(NC(=O)C2CCCN(C(=O)C3CCC3)C2)c1)Nc1cccc(C(=O)N2CCOCC2)c1 (centres undefined) | -19% | . | -25%
Cc1ccccc1N/C(SCc1cccc(Br)c1)=C(/C#N)C(N)=O | -17% | -16% | ?
COc1ccc(Nc2ncnc3c2cnn3-c2ccc(C)cc2)cc1Cl | ? | 10% | 23µM*
CCNS(=O)(=O)c1ccc(CCC(=O)NCc2cccnc2)cc1 | 2% | 2% | 9%
CC1CCN(CCOCCOc2ccccc2-c2ccccc2)CC1 | 23µM* | 1% | ?
Cc1ccc(OCc2cc(C(=O)N3CCN(CC(=O)NC(C)C)CC3)no2)cn1 | -21% | 2% | 5%
CSCc1ccc(C(=O)Nc2cc(C)cc(C)c2)cc1 | ? | 2% | ?
Cc1ccccc1CNC(=O)Cn1c(=O)c2cccn2c2cccnc21 | -2% | 3% | ?
CSc1ccc(NC(=O)Nc2cccn(Cc3ccccc3)c2=O)cc1 | 0% | 3% | ?
Cc1ccc(CN2C(=O)CCC2(C)c2nnnn2-c2c(C)cccc2C)cc1 (centres undefined) | 18µM* | . | 16µM*
CCOCCCN(C(=O)CNC(=O)c1ccco1)C(C(=O)NC1CCCC1)c1ccccc1C (centres undefined) | -16% | 4% | -2%
COc1ccc(OC)c(NC(=O)CSc2ncccc2C(=O)O)c1 | 7% | 3% | -4%
COc1ccc(S(=O)(=O)CCC(=O)N2CCN(c3cccc(Cl)c3)CC2)cc1 | 18µM* | 2% | 10µM*
Cc1cc(C)n(CC(C)NC(=O)CCc2nnc(CCc3ccccc3)o2)n1 (centres undefined) | 7% | 3% | -11%
Nc1ncc(N=Nc2cc(C(=O)O)ccc2Cl)s1 | -18% | . | -17%
CCOc1ccc(C2CC(c3ccc(F)cc3)Nc3nc(N)nn32)cc1 (centres undefined) | -2% | 5% | -2%
O=C(NCc1ccccc1Cl)c1nnc(Cc2ccc(Cl)cc2)o1 | -1% | -9%[12.3 µM] | -16%
Cc1nn(-c2ccccc2)c2sc(C(=O)NNC(=O)COc3cccc4ccccc34)cc12 | ? | 5% | ?
COc1ccc(N(C)S(=O)(=O)c2c(C)[nH]c(=O)[nH]c2=O)c(OC)c1 | 1% | 1% | -4%
CC(=O)Nc1ccc(S(=O)(=O)N2CCSC2c2ccccc2)cc1 (centres undefined) | -18% | 9% | ?

In another format: entries from further up
Cc1nn(-c2ccccc2)c2sc(C(=O)NNC(=O)COc3cccc4ccccc34)cc12
  TDP1 cell CPT: ?
  TDP1 block: 5%
  DT40 TDP1 no CPT: ?
COc1ccc(N(C)S(=O)(=O)c2c(C)[nH]c(=O)[nH]c2=O)c(OC)c1
  TDP1 cell CPT: 1%
  TDP1 block: 1%
  DT40 TDP1 no CPT: -4%
